Assay outcomes from PubChem BioAssay.
KOR beta-arrestin-1: KOR antagonists, beta-arrestin recruitment, cell-based, luminescence, uHTS (AID 1778); KOR beta-arrestin recruitment, luminescence, antagonist mode; higher % means a stronger effect; inhibition, % at 10 µM; hits with a dose series show IC50 in µM; hit rate 0.091% among 290,000; also: strong numbers were not always called active
NTR1 agonist: NTR1-driven beta-arrestin-GFP spot formation – imaging, U2OS cells, high content, primary screen (AID 493036) | P30989 | agonist mode | activation, % at 20 µM | hit rate 0.17% among 330,000;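 active = activation at or above 40% of the spot to cytoplasm intensity ratio, with at least 20 cells analyzed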;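 also: 0% = DMSO without peptide and 100% = 100 nM NTR1 peptide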
Target sequence (P30989 whole entry, looked up): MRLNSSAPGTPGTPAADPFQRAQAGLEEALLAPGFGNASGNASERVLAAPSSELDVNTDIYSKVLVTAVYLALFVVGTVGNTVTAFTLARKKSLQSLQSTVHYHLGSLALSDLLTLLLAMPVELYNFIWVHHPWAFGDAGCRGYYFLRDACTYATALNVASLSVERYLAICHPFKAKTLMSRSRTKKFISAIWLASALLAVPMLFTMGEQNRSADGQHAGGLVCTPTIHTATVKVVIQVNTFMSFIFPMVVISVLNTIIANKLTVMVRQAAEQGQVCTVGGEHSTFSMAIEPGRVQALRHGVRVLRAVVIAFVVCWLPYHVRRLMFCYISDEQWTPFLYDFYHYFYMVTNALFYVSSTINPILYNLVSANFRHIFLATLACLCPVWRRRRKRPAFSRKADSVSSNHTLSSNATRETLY
GPR55 activation: GPR55 agonists via beta-arrestin recruitment, primary screen, imaging, U2OS cells, beta-arrestin-GFP redistribution (AID 1961) | U2OS GPR55 beta-arrestin-GFP redistribution imaging; higher % means a stronger effect | hit rate 0.048% among 290,000 | activation, % at 10 µM, or EC50 in µM where a hit was titrated;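 active = activation above 40% with more than 50 cells counted in the well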;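 also: U2OS osteosarcoma cells stably expressing GPR55 and beta-arrestin-GFP; plate controls were DMSO negative control for no effect and LPI positive control for full effect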
NOD1 inhibition: inhibition of NOD1-driven NF-kB reporter – cell-based, luminescence, uHTS, primary screen (AID 1578). NOD1-driven NF-kB luciferase reporter cells, luminescence; higher % means a stronger effect. one-dose inhibition, % at 4 µM; EC50 in µM for titrated hits. hit rate 1% among 290,000; in the data active = inhibition mostly above about 36%, no sharp cut-off; inactive = mostly below about 34%;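 also: HEK-293T reporter cells stimulated with the NOD1 agonist gamma-tri-DAP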
KOR beta-arrestin-2: kappa opioid receptor activators – cell-based, luminescence, uHTS, primary screen (AID 1777). one-dose activation, % at 10 µM; EC50 in µM for titrated hits. KOR beta-arrestin recruitment, luminescence; higher % means a stronger effect. hit rate 0.02% among 280,000; in the data active = activation above about 50%, passing the limit was not always enough; also: a part of the inactive calls stands beside numbers as strong as those of hits
TNAP activators: human TNAP enzyme activators, primary screen, biochemical, luminescent, no phosphate acceptor, uHTS (AID 1001); purified TNAP, luminescent activation assay, no phosphate acceptor; higher activation fold means a stronger effect; activation fold at 20 µM; hits with a dose series show EC50 in µM; hit rate 0.03% among 200,000; in the data active = activation fold from about 3, or a potency from the dose series; inactive = the rest, 99 in 100 with activation fold below about 1.6; also: many of its hits are not listed in these tables
CSM14.1 death rescue: rescue of cells from ER stress-induced death, primary screen, 384-well, CSM14.1, thapsigargin, ATP luminescence (AID 1222). 190,000 tested, under 10 active. CSM14.1 thapsigargin-induced death rescue, ATP luminescence; higher % means a stronger effect. one-dose cellular ATP content (survival), % at 20 µM; EC50 in µM for titrated hits;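 active = EC50 below 50 µM in the dose-response confirmation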;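 also: death triggered by thapsigargin at about 15 µM added after 2 h compound pretreatment; cell ATP read after overnight thapsigargin exposure of roughly 18 to 22 hours; normalized against plate controls of thapsigargin alone and 5% DMSO vehicle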
Yfh1-depleted yeast: mitochondrial function rescue without frataxin homolog – Friedreich's ataxia, plus single-dose screen, dose response (AID 1465) | S. cerevisiae Yfh1-off respiration, WST-1 reduction, 72 h; higher fold induction means a stronger effect | fold induction at 50 µM; hits with a dose series show EC50 in µM | hit rate 0.074% among 220,000;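 active = fold induction of absorbance versus untreated yeast above a set limit, then at least 30% activation at any dose in follow-up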;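 also: activators that raise dye reduction in frataxin-depleted yeast; strong numbers were not always called active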
NOD2 inhibition: inhibition of NOD2-driven NF-kB reporter – cell-based, luminescence, uHTS, HEK293 (AID 1566); hit rate 0.63% among 290,000; one-dose inhibition, % at 4 µM; EC50 in µM for titrated hits; HEK293 NOD2/NF-kB luciferase reporter, luminescence; higher % means a stronger effect; also: many of its hits are not listed in these tables
NTR1 agonist cell count 20 µM: further read-out of NTR1 agonist, marked with its call; cell count; measured here: cell count, cytotoxicity flag
The depositor's hits bear a star; i = inactive; . = not tested or not shown; [ ] = dose if it differs, or a comment. Rule as the data show it, unless noted: active = inhibition above about 50%; inactive = the rest. These rows are one share of the data (hit frequency here may not be typical).

SMILES	KOR beta-arrestin-1	NTR1 agonist	NTR1 agonist cell count 20 µM	GPR55 activation	NOD1 inhibition	KOR beta-arrestin-2	TNAP activators	CSM14.1 death rescue	Yfh1-depleted yeast	NOD2 inhibition
Cn1c(Cc2cccc3ccccc23)nnc1SCC(=O)N1CCN(c2cccc(Cl)c2)CC1	-17.5%	4.3	58	-0.1%	56.0%	-1.7%	1.1	-0.7%	i	3.7%
O=C(CNC(=O)Cc1ccccc1)NCC(=O)OCC(=O)c1ccc(F)cc1	-3.7%	4.2	52	-0.2%	-18.4%	1.4%	1	0.6%	i	-9.8%
O=c1c2ccccc2nnn1CCO	-6.6%	-1.3	59	0.4%	-34.8%	-2.1%	1.1	1.5%	i	8.2%
CCCCCCCCCCCCCCCC[n+]1cccc(C(=O)N(CC)CC)c1	22.7%	7.7	73	-0.2%	-17.6%	3.1%	1	2.3%	i	-11.0%
CCC(=O)Nc1cnc(NC(=O)c2cccc(F)c2)cc1C	0.2%	-3.4	76	-0.2%	-13.6%	-1.5%	1	3.0%	i	16.0%
COc1cc(/C=N/NC(=O)C[n+]2ccccc2)cc(OC)c1OC(C)=O	26.0%	0.4	37	-0.3%	-0.9%	2.2%	.	.	i	5.5%
CCOC(=O)C1CCN(S(=O)(=O)c2ccc3c(ccn3C)c2)CC1	-7.0%	1.3	66	-0.3%	-7.5%	2.4%	.	.	.	24.9%
O=C(CCCCn1c(=O)[nH]c2ccccc2c1=O)NCCc1c[nH]c2ccccc12	7.2%	-1.7	93	-0.2%	-39.9%	0.2%	1.1	-5.1%	.	10.7%
COc1cc(O)c2c(=O)c(-c3ccc(O[C@@H]4O[C@H](CO)[C@@H](O)[C@H](O)[C@H]4O)cc3)coc2c1	-3.1%	0.3	82	0.0%	-15.7%	-5.7%	.	.	.	-77.4%
COc1ccc(N(C)C(=O)c2ccc3c(c2)nnn3C)cc1	-19.1%[20 µM]	1.9	54	-0.1%	-24.8%	.	1.1	2.1%	i	17.1%
Cc1cc(NC(=O)c2cc(-c3ccco3)on2)nn1Cc1ccc(Cl)cc1	-63.0%	.	.	0.2%	18.3%	3.4%	1	-1.0%	.	-5.7%
COc1ccc2[nH]c3c(NCCCN4CCCC4=O)ncnc3c2c1	8.7%	-1.2	71	-0.1%	-5.6%	2.1%	1.1	0.6%	i	-29.1%
Cc1cc(NC(=O)c2cc(-c3ccco3)on2)n(-c2ccccc2)n1	35.1%	0.7	78	0.2%	-40.6%	-2.7%	1.1	2.3%	i	18.3%
O=C(Nc1ccc(F)cc1F)C1(c2cccs2)CCOCC1	-25.3%	0.3	61	0.4%	-43.4%	1.7%	1	.	i	-2.1%
CCc1nn(CCCC(=O)Nc2ccc(C)c(C)c2)c(=O)c2cc3occc3n12	28.3%	2.2	54	0.3%	4.4%	-0.3%	.	.	.	16.7%
CCCC[C@@H]1CNC(=O)C(=O)N1CCCc1cc(OC)c(OC)c(OC)c1	22.8%	-1.8	74	-0.1%	0.9%	-0.7%	.	.	i	-7.5%
Cn1c(=O)c2c(nc(N3CCN(C(=O)c4ccco4)CC3)n2CCSc2ncccn2)n(C)c1=O	-16.0%	-0.2	61	-0.2%	-29.4%	-1.2%	1	-1.1%	i	11.8%
NC(=O)CC(NC(=O)Cc1ccc(Cl)cc1)c1ccc(NC2CCCCC2)c([N+](=O)[O-])c1 (configuration not stated)	34.5%	1.1	102	0.6%	-4.6%	-2.3%	.	.	i	-34.6%
CCCN1CNc2c(c(=O)[nH]c(=S)n2-c2ccccc2Cl)C1	7.8%	-1.2	64	0.8%	26.3%	-2.9%	0.8	2.9%	i	7.0%
O=C(C1CCCO1)N1CCN(C(=S)Nc2cccc(Cl)c2)CC1 (configuration not stated)	-13.0%	0.8	48	-0.4%	3.1%	4.1%	1.1	-3.1%	i	4.0%
O=C(Nc1ccc(S(=O)(=O)N2CCCCC2)cc1)C1CC1	-5.0%	4.4	45	-0.2%	-14.3%	1.7%	.	.	.	13.6%
Cc1ccc(CCNC(=O)C23CN(Cc4ccccc4)CC2C(c2cccc([N+](=O)[O-])c2)=NO3)cc1 (configuration not stated)	-5.2%	-1.4	64	-0.3%	11.4%	3.2%	0.8	-0.8%	.	-6.9%
CC(C)(C)NC(=O)NC(=O)CN1CCN(c2ccccc2)CC1	4.9%	0.4	43	0.0%	-17.8%	-4.0%	1	0.9%	i	6.0%
CCCN=C(N)/C(C(=O)OCC)=C(\O)c1ccc(OC)cc1	-20.0%	-1.5	75	-0.1%	9.7%	2.2%	1.1	-2.2%	i	-12.4%
Cc1ccc(-n2ncc3c(NCc4ccccn4)ncnc32)c(C)c1	-35.5%	-1.1	56	-0.1%	-37.8%	2.5%	0.9	0.1%	i	-3.4%
CCOC(=O)N1CCN(C(=O)C2CCC(=O)N(Cc3ccc(Cl)cc3)C2)CC1 (configuration not stated)	30.2%	-0.4	51	-0.1%	-10.8%	-3.1%	.	.	.	12.7%
CCS(=O)(=O)c1ccc(O)c(NC(=O)COc2ccc(Br)cc2)c1	-22.6%[20 µM]	1.7	62	0.1%	-23.5%	-11.8%	1.1	-0.1%	i	-2.1%
O=C(CCCCl)Oc1ccc2cc(-c3ccc4ccccc4n3)c(=O)oc2c1	-37.5%	1.2	53	-0.1%	-25.8%	4.0%	1.2	-1.1%	i	-56.8%
CCOc1cccc(C(=O)N(Cc2ccc(F)cc2)C2CCS(=O)(=O)C2)c1 (configuration not stated)	15.7%	-0.5	83	-0.1%	-15.6%	-1.7%	1.1	.	i	1.0%
Fc1cccc(Cl)c1Cn1nnc2c(N3CCC4(CC3)OCCO4)ncnc21	-45.4%	0.6	45	-0.1%	8.0%	8.2%	1	1.9%	i	36.1%
COC(=O)c1ccccc1NC(=O)C(C)Oc1ccccc1 (configuration not stated)	23.3%	0.3	57	0.2%	-29.6%	-5.7%	1.1	0.3%	i	15.3%
O=C1NC(=O)/C(=C\c2ccc(Oc3ccc([N+](=O)[O-])cn3)cc2)S1	29.5%	0.0	48	-0.1%	0.0%	-5.4%	1.1	0.6%	i	-28.0%
O=C1NC(=Nc2ccc(Cl)cc2)/C(=C/c2ccco2)S1	9.2%	-1.4	89	0.5%	8.8%	6.9%	0.9	-2.6%	i	-59.3%
Cc1noc(NS(=O)(=O)c2ccc(N)cc2)c1C	-5.0%	0.2	43	0.1%	-35.4%	-1.4%	1.1	-0.2%	i	5.4%
COc1ccccc1Oc1ccccc1[N+](=O)[O-]	5.0%	0.6	65	-0.1%	7.0%	1.5%	.	.	i	-3.7%
CS(=O)(=O)N1CCC(C(=O)NCc2ccc(Cl)cc2Cl)CC1	19.2%	0.0	38	0.0%	-12.5%	-3.7%	1.1	-0.7%	i	12.8%
CC1=C(C(=O)Nc2ccccc2)C(c2ccc(O)cc2)N2C(=O)CSC2=N1 (configuration not stated)	14.7%	1.0	91	0.2%	-2.9%	-4.9%	1.1	-0.3%	i	1.2%
CC(=O)c1c(C)[n+]([O-])c2ccc3c(non3O)c12	3.8%	1.0	41	0.7%	-20.0%	-8.4%	1	0.1%	i	4.8%
O=C(NCC(=O)N1CCC2(CC1)NCCc1[nH]cnc12)c1ccccc1F	21.8%	-0.7	50	-0.1%	6.1%	-4.2%	.	.	.	3.1%
O=C(NCc1ccco1)C1CCN(Cc2ccc(F)cc2)CC1	15.7%	0.1	66	-0.1%	9.0%	1.1%	1.1	1.2%	i	3.2%
Fc1ccccc1-c1nc(NCCCN2CCOCC2)c2ccccc2n1	40.0%	0.0	60	-0.2%	-24.4%	2.8%	1.1	-3.9%	i	7.2%
Cc1ccc(S(=O)(=O)c2ccc(Cl)cc2)cc1S(=O)(=O)N1CCN(C)CC1	-26.5%	0.7	81	-0.1%	0.2%	-0.4%	1	-1.9%	i	22.4%
COc1cccc(COC(=O)c2c(C)nn(-c3ccccc3)c2Cl)c1OC	21.1%	2.0	43	0.0%	-7.2%	-4.0%	.	.	.	13.2%
CCc1cc(=O)oc2cc(OCC(=O)NCC3CCC(C(=O)O)CC3)ccc12 (configuration not stated)	-15.9%[20 µM]	-1.2	104	-0.1%	-8.5%	-3.6%	.	.	.	9.2%
O=S(=O)(Nc1ccon1)c1cc(Cl)ccc1Cl	0.2%	0.1	58	0.1%	9.7%	2.8%	.	.	.	4.0%
CC(OC(=O)C(NC(=O)c1ccco1)C(C)C)C(=O)Nc1ncc(Cl)cc1Cl (configuration not stated)	-9.6%	-0.9	36	-0.1%	-23.1%	3.3%	1.1	-1.0%	i	-5.3%
Cc1nn(C(C)(C)C)c(OC(=O)c2ccc3c(c2)OCO3)c1Sc1ccccc1	-20.6%	2.2	74	0.0%	61.0%	4.1%	1	0.3%	i	-1.1%
CC(C)C[C@H](NC(=O)OC(C)(C)C)C(=O)N/N=C/C1=Cc2ccccc2OC1C (some centres not stated)	-8.8%	15.0	79	-0.1%	5.9%	-2.8%	1.1	-2.8%	i	18.2%
CCN(CC)C(=O)C1CCCN(C(=O)Nc2ccc3nsnc3c2)C1 (configuration not stated)	-21.0%	1.6	42	-0.2%	16.2%	1.4%	1.1	-1.1%	i	1.0%
Cc1noc(C)c1C(=O)OCC(=O)NC(c1ccccc1)c1ccccc1	22.7%	0.1	58	0.2%	39.4%	-2.1%	0.9	-0.7%	i	22.1%
Additional records
SMILES	KOR beta-arrestin-1	NTR1 agonist	NTR1 agonist cell count 20 µM	GPR55 activation	NOD1 inhibition	KOR beta-arrestin-2	TNAP activators	CSM14.1 death rescue	Yfh1-depleted yeast	NOD2 inhibition
O=C(Nc1ccnn1C1CCN(C(=O)CCc2ccc(F)cc2)CC1)C1CCOC1 (configuration not stated)	13.9%	1.1	63	-0.1%	23.7%	-0.3%	.	.	.	-1.3%
CCOc1cc(S(=O)(=O)NCc2ccncc2)c(C)cc1C	22.3%	2.2	34	0.0%	7.7%	-3.7%	1.1	0.4%	i	15.7%
CSc1nsc(SC)c1C(=O)O	19.9%	-1.1	44	0.5%	-17.1%	-3.2%	1.1	-0.6%	i	-4.7%
COc1ccc(-c2ncccc2OC(=O)C23CC4CC(CC(C4)C2)C3)cc1OC	-12.5%	3.5	56	-0.2%	-13.7%	-0.5%	1.1	2.3%	i	1.7%
CCCn1cnc2c(cnn2-c2ccc(F)cc2)c1=O	30.7%	0.6	24	0.7%	-32.7%	-5.9%	1.1	-2.1%	i	-18.0%
CC(C)(C)c1ccc(C(=O)/C(C#N)=C/c2cccs2)cc1	20.0%	4.8	46	0.2%	7.4%	7.0%	.	.	i	-53.8%
Cc1ccc(S(=O)(=O)N/N=C/c2cccc3nccnc23)cc1	-12.7%	1.9	61	0.2%	-2.4%	-4.0%	.	.	i	1.5%
COc1ccccc1N(C(=O)c1ccco1)C(C(=O)NC1CCCC1)c1cccnc1 (configuration not stated)	0.9%	-1.5	48	-0.1%	-7.9%	1.6%	1.1	-1.4%	i	-5.1%
